M1 PAM: potentiates human M1 receptor response to acetylcholine | P11229 | CHO-K1 hM1, Fluo-8 calcium fluorescence, ACh EC20; 0% = ACh EC20, 100% = maximal ACh | activation, % at 3 µM | 360,000 compounds, 0.088% hits | AID 588819; in the data active = activation above about 19%, passing the limit was not always enough
M5 antag: blocks acetylcholine activation of human M5 receptor | AID 624040 | 360,000 compounds, 0.59% hits | CHO-hM5 cells, Fluo-8 calcium fluorescence, ACh EC80 | inhibition, % at 3 µM | P08912;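 active = inhibition above a per-plate cutoff, the mean of that plate's test compounds plus 3 SD, cut at about 27% in these data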;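 also: 0% = acetylcholine EC80 with DMSO and 100% = DMSO without agonist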
Target sequence (P08912 whole entry, looked up): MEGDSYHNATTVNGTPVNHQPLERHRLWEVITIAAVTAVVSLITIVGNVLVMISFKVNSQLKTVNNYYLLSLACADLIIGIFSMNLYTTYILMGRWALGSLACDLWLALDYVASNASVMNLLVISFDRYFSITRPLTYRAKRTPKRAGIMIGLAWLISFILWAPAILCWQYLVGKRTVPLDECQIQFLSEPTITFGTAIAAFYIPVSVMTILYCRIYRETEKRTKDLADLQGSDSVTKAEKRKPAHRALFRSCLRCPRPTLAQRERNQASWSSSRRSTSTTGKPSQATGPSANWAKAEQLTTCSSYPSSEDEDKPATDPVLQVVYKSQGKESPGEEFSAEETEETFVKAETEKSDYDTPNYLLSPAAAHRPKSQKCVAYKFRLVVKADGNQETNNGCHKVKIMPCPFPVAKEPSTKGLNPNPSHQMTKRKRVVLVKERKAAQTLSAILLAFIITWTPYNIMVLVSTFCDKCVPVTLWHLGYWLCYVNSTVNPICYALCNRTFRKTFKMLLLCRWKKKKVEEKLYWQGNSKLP
CHRM5 agonist: agonists of human muscarinic M5 receptor (CHRM5) | P08912 | 360,000 compounds, 0.19% hits | activation, % at 3 µM | CHO-K1 hM5 cells, Fluo-8 calcium fluorescence; 0% DMSO wells, 100% maximal acetylcholine response | AID 624037;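 active = activation above the run's mean over test compounds plus 3 SD, cut at about 23% in these data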;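 also: signal is peak over basal fluorescence ratio across the kinetic read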
M1 antag: blocks human M1 muscarinic receptor; CHO-K1 hM1, Fluo-8 calcium fluorescence, ACh EC80 antagonist; inhibition, % at 3 µM; 360,000 compounds, 1.3% hits;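 active = percent inhibition above its own plate's cutoff, namely the mean of that plate's compound wells plus 3 SD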;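 also: peak over basal fluorescence ratio during 140 s after agonist addition; 0% = ACh EC80 plus DMSO and 100% = DMSO alone without agonist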
M5 PAM: potentiates acetylcholine response at human M5 receptor | 360,000 compounds, 0.3% hits | CHO-K1 hM5, Fluo-8 calcium, ACh EC20 PAM; 0% = ACh EC20, 100% = ACh EC100 | P08912 | activation, % at 3 µM;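 active = activation above the run cutoff, the mean activation of all test compounds plus 3 SD, cut at about 18% in these data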
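Measured by: Fluo-8 calcium fluorescence; material: human M5 receptor in CHO-K1 cells; schedule: Post-acetylcholine fluorescence recording 140 s; benchmarks: low control EC20 acetylcholine (0%), high control EC100 acetylcholine (100%); read-out: Max/basal fluorescence ratio as % of EC20–EC100 ACh window; compound: single dose, 3 µM nominal final test concentration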
M4 antag: blocks acetylcholine activation of human M4 receptor. P08173. CHO-hM4 cells, ACh EC80, Fluo-8 calcium fluorescence. inhibition, % at 3 µM. 360,000 compounds, 0.73% hits;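 active = inhibition above its plate's cutoff, the mean inhibition of sample wells plus 3 SD, cut at about 27% in these data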;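 also: 0% = acetylcholine EC80 with DMSO and 100% = DMSO without agonist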
Target sequence (P08173 whole entry, looked up): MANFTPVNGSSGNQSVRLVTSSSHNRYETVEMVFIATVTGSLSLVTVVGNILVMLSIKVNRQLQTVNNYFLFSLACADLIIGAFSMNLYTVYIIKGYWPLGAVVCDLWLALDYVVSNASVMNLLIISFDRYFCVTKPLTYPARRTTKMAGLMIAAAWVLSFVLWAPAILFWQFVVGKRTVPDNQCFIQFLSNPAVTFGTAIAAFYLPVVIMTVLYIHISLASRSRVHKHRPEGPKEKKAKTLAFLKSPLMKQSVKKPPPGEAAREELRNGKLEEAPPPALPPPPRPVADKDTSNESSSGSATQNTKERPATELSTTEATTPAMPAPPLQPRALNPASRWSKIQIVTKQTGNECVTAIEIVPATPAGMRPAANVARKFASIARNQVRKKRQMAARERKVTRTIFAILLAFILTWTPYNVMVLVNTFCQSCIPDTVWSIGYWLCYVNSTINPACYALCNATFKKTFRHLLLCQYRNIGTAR
TAAR1 agonist: human TAAR1 agonism; 360,000 compounds, 0.99% hits; CHO RD-HGA16 TAAR1, Fluo-8 calcium fluorescence; vehicle wells 0%, saturating PEA agonist 100%; AID 624467; activation, % at 3 µM;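 active = activation above the mean activation of all test compounds in the run plus 3 SD, cut at about 38% in these data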
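Assay system – CHO-derived RD-HGA16 cells with stable Gα16 and human TAAR1 · Compound dosing – one-point dosing at 3 µM (nominal) · Incubation – 17-24 h seeding, 75 min 37 °C dye, 30 min RT · Measured by – kinetic Fluo-8 calcium fluorescence · Control set – DMSO vehicle as 0%, PEA at EC100 as 100% · Repeats – single well for each compound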
CHRM4 agonist: agonists of human muscarinic M4 receptor (CHRM4); CHO-K1 hM4/Gqi5, Fluo-8 calcium fluorescence; vehicle 0%, full acetylcholine response 100%; activation, % at 3 µM; 360,000 compounds, 0.14% hits; AID 624127;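 active = activation above the run mean over all test wells plus 3 SD, cut at about 32% in these data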;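 also: peak over basal fluorescence ratio per well then scaled between controls; 0% = DMSO wells and 100% = acetylcholine at EC100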
CHRM1 agonist: activates human CHRM1 receptor; P11229; 360,000 compounds, 0.33% hits; AID 588814; CHO-K1 hM1, Fluo-8 calcium fluorescence, agonist mode; 0% DMSO, 100% acetylcholine EC100; activation, % at 3 µM;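 active = activation above the run's mean compound activation plus 3 SD, cut at about 16% in these data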;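 also: peak over basal fluorescence ratio within a 140 s kinetic read after compound addition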
* hit, by the source's call; · = not tested or not shown. These rows are one share of the data; count on the stated rates, not on these rows.

Results follow in this order: M1 PAM	M5 antag	CHRM5 agonist	M1 antag	M5 PAM	M4 antag	TAAR1 agonist	CHRM4 agonist	CHRM1 agonist
> O=C(CN(CCO)c1ccccc1)NC12CC3CC(CC(C3)C1)C2
 : 5.2	-2.7	-5.7	-8.0	-6.7	7.7	8.7	0.6	-2.5
> O=C(CSc1ccc2nnc(CCNC(=O)c3ccccc3)n2n1)Nc1ccc(F)cc1F
 : 3.5	6.5	-1.1	-2.4	-1.8	14.9	0.5	1.8	-3.3
> Cc1ccccc1NC(=O)CSc1nnc(Cc2cccn2C)n1-c1ccc(F)cc1
 : -0.4	2.3	2.0	-4.0	-2.9	0.2	0.3	1.0	-2.1
> Cc1ccc(-c2nnc(SCC(=O)Nc3ccc4c(c3)OCCO4)n2N)cc1
 : 2.9	-11.6	-8.5	-11.8	0.1	-6.4	3.7	0.0	-5.8
> CCC(=O)N1CCC1(C)C(=O)Nc1cccc(OC)c1OC (centres undefined)
 : 0.4	-1.0	1.6	6.9	2.8	-4.8	0.0	0.2	-1.8
> O=C(CCC(=O)Nc1ccc(Br)cc1)N/N=C/c1ccc(O)cc1
 : 9.0	15.6	-3.7	-6.1	0.7	12.4	12.1	-0.4	-2.9
> CCOC(=O)C1CCCN(C(=O)c2sc3nc(-c4ccc(OC)cc4)cn3c2C)C1 (centres undefined)
 : -5.5	-7.0	6.0	-0.9	-4.4	-0.8	2.3	1.1	28.4*
> CCOc1ccccc1C1CC(=O)NC(SCC(=O)Nc2nccs2)=C1C#N (centres undefined)
 : 4.5	0.5	-2.9	-30.0	-4.2	-5.4	6.3	0.8	-2.3
> Cc1cccc(NC(=O)c2cc(S(=O)(=O)c3ccccc3)ccc2Cl)c1
 : 0.4	6.2	-3.5	1.3	-13.7	-3.3	6.9	1.4	-3.6
> COc1ccc(N(CC(=O)NCCc2ccccc2)C(=O)CCC(=O)Nc2nccs2)cc1
 : 14.3	2.0	0.4	-16.0	7.2	-15.4	1.4	0.6	-2.9

Following part.
Results follow in this order: M1 PAM	M5 antag	CHRM5 agonist	M1 antag	M5 PAM	M4 antag	TAAR1 agonist	CHRM4 agonist	CHRM1 agonist
> CC(C)Cc1nnc(NC(=O)c2cc(S(=O)(=O)N(C)C)ccc2N2CCCC2)s1
 : 10.2	17.8	-1.6	-10.8	-4.4	0.0	8.6	1.1	-3.1
> O=C(NC1CCSC1)c1cccc(Cl)c1 (centres undefined)
 : 13.0	-6.9	3.6	-17.3	14.7	0.7	1.9	0.8	-3.4
> COc1ccc(CN2C(=O)C(CC(=O)NCCN3CCOCC3)CC(C(=O)N(C(C)C)C(C)C)=C2C)cc1 (centres undefined)
 : 9.8	2.2	-0.5	-15.6	4.6	-17.4	3.9	·	-5.5
> CCn1c(=N)n(CC(O)c2ccccc2)c2ccccc21 (centres undefined)
 : 1.3	6.9	-4.2	-0.4	13.7	-0.2	4.5	1.9	-1.1
> COc1ccc(NC(=O)Cn2c3ccccc3c3nc4n(c(=O)c32)CCS4)cc1
 : 6.0	4.9	-0.7	-13.3	0.0	-8.9	1.8	0.3	-3.9
> CC(OC(=O)C1CC=CCC1C(N)=O)C(Cl)=C(Cl)Cl (centres undefined)
 : 1.8	-2.8	-1.5	-2.0	-1.6	-4.4	10.3	0.8	-6.3
> CCOC(=O)CNC(=O)c1cccnc1
 : 2.2	-7.2	-4.0	0.4	3.7	-0.5	2.2	1.2	-0.7
> CC(=O)NC(NC(C)=O)c1cccc(OCc2ccccc2)c1
 : 8.6	10.5	-0.6	-8.2	-3.4	12.0	0.7	0.1	-3.8
> Cc1nnc(SCC(=O)Nc2cc(S(=O)(=O)N3CCOCC3)ccc2N2CCCC2)s1
 : -1.9	15.4	0.6	8.0	-0.8	5.7	-0.2	0.8	-5.8
> CC1CCCN(CC(=O)Nc2ccc(S(=O)(=O)N3CCCC3)cc2)C1 (centres undefined)
 : -33.5	17.8	-9.2	66.9*	-5.9	20.4	4.1	2.2	-12.4

(next part)
Results follow in this order: M1 PAM	M5 antag	CHRM5 agonist	M1 antag	M5 PAM	M4 antag	TAAR1 agonist	CHRM4 agonist	CHRM1 agonist
> CCCc1ccc(C#N)c(SC2CC(=O)N(c3ccc(OC)cc3)C2=O)n1 (centres undefined)
 : 16.2	-1.0	-0.9	-11.7	4.0	-3.4	7.2	0.9	-6.2
> COc1cccc(CN(CC(=O)NCc2ccccc2)C(=O)c2csnn2)c1
 : 2.4	-0.9	-0.9	-5.3	-2.9	-6.1	-2.0	3.3	-3.1
> Cn1nnnc1SCCNC(=O)C1CCC(=O)N(Cc2cccc(C(F)(F)F)c2)C1 (centres undefined)
 : 14.3	2.2	0.1	-24.5	-2.8	-7.0	0.2	0.0	-2.4
> CCN(c1cccc(C)c1)S(=O)(=O)c1cc2c3c(c1)CCC(=O)N3CCC2
 : 5.0	3.1	-6.7	1.4	-13.2	-11.6	3.8	7.2	-2.6
> COCc1nnc(NC(=O)c2cc(OC)c(OC)cc2[N+](=O)[O-])s1
 : -1.4	6.7	0.0	3.4	-3.0	1.2	2.7	0.9	-3.1
> O=C(NC1=NCCS1)C1Cc2ccccc2CN1C(=O)c1ccccc1 (centres undefined)
 : -2.1	4.2	-1.9	-25.2	-3.5	4.0	4.6	1.5	-4.1
> COc1ccccc1C(=O)NNC(=O)CCCN1C(=O)/C(=C/c2cccs2)SC1=S
 : -6.8	-2.4	-0.6	13.8	-0.7	-7.3	-0.6	0.5	-5.4
> O=P(OCC1CC1)(c1ccccc1)c1ccccc1
 : 3.0	-4.7	-0.3	1.7	-4.6	-2.2	1.8	0.9	-4.7
> O=C(c1cccc(Cl)c1)N1CCN(C2CCCCCC2)CC1
 : -6.0	2.8	-12.6	-7.6	-8.9	12.3	4.2	0.7	-5.9
> CCCCN(C(=O)CCN1C(=O)C2CC=CCC2C1=O)c1c(N)n(CCCC)c(=O)[nH]c1=O (centres undefined)
 : 2.8	0.7	1.6	-2.0	-3.3	-4.9	0.0	1.7	-2.4

(cont.)
Results follow in this order: M1 PAM	M5 antag	CHRM5 agonist	M1 antag	M5 PAM	M4 antag	TAAR1 agonist	CHRM4 agonist	CHRM1 agonist
> O=C(NCC(=O)N1CCN(Cc2ccccc2)CC1)c1ccc(Br)cc1
 : 1.2	-4.6	-3.6	-0.7	5.3	-9.7	-1.2	2.4	0.7
> O=C(Nc1ccc(Oc2ccc(Cl)cc2)cc1)c1ncn[nH]1
 : 1.8	-4.6	-6.3	-5.4	-1.1	-7.7	2.4	4.5	2.6
> Cc1ccc(C(=O)NNC(=O)c2cccc(Br)c2)cc1
 : -0.6	-5.7	8.7	1.0	13.1	13.5	1.7	0.0	-3.2
> Cc1ccc2[nH]c(=O)c(CN(CC3CCCO3)S(=O)(=O)c3cccc4nsnc34)cc2c1 (centres undefined)
 : -3.4	17.1	1.4	7.2	-14.4	4.9	11.1	13.0	-3.5
> CC1=C(C/C=C(\C)CCC[C@H](C)CCC[C@H](C)CCCC(C)C)C(=O)c2ccccc2C1=O
 : 1.0	3.9	2.9	-3.3	-4.3	-9.4	3.5	-0.2	1.1
> CCC(CO)Oc1cc(NC(=O)c2cccc([N+](=O)[O-])c2)c2ncn(C(C)C)c2c1 (centres undefined)
 : 2.5	8.0	-2.7	2.5	3.4	11.9	1.1	2.3	-6.6
> CCc1[nH]nc(C(=O)NC2CCCN(Cc3ccccc3F)C2)c1C (centres undefined)
 : -13.5	0.1	-9.5	40.3*	-1.0	9.6	3.5	1.6	-4.8
> CCC(=O)N1CCN(c2nc(C)nc3sc(C)c(C)c23)CC1
 : 5.6	0.7	-0.1	-0.6	0.9	5.2	6.5	0.5	-7.3
> N#Cc1nc(Cc2cccc3ccccc23)oc1NCC1CCCO1 (centres undefined)
 : 3.2	0.9	0.0	-3.9	0.2	11.2	23.0	3.6	-2.2
> O=C(CNCC1CCCO1)Nc1ccccc1-n1cccc1 (centres undefined)
 : 5.0	-1.7	1.1	-11.2	1.9	-8.1	16.6	1.9	-6.3

(list continues)
Results follow in this order: M1 PAM	M5 antag	CHRM5 agonist	M1 antag	M5 PAM	M4 antag	TAAR1 agonist	CHRM4 agonist	CHRM1 agonist
> O=C(c1cccs1)N(Cc1cccc(Cl)c1)C1CCS(=O)(=O)C1 (centres undefined)
 : 7.9	-4.4	-3.0	-4.6	-2.3	4.3	5.8	0.6	-6.1
> Cc1cc(C)n(C(=O)CCCCCCCC(=O)n2nc(C)cc2C)n1
 : 3.3	-3.4	0.0	-4.6	-1.6	-5.7	10.8	0.3	-4.5
> O=C(O)c1cc(Cl)c2c(c1)[C@@H]1C=CC[C@@H]1[C@H](c1ccc(S(=O)(=O)N3CCOCC3)cc1)N2
 : -7.6	6.3	1.6	16.6	-1.7	3.5	·	0.9	-7.0
> CCN(CC)C(=O)c1cncc(C(=O)N(CC)CC)c1-c1ccccc1
 : 6.4	-3.8	-1.0	-8.4	-2.0	2.2	1.6	0.3	-5.9
> CCOCc1c(C(=O)Nc2ccc(OC)nc2)oc2ccccc12
 : 1.8	16.2	-1.6	0.3	-4.8	5.7	-0.7	0.6	-7.2
> O=C(Nc1ccc(Br)cc1)c1ccc(F)c(S(=O)(=O)N2CCN(c3ccccn3)CC2)c1
 : -2.5	9.9	0.0	10.1	-2.4	5.8	8.8	0.9	-2.7
> COCCNC(=O)C1CCC(CNS(=O)(=O)c2ccc3c(c2)CC(C)N3C(=O)C2CC2)CC1 (centres undefined)
 : -3.3	-9.7	-0.1	4.7	0.3	-11.0	1.7	3.0	-2.9
> Nc1nnc(CC(=O)N/N=C/c2cc([N+](=O)[O-])cc(Br)c2O)s1
 : -0.2	8.3	0.4	-0.8	-10.9	1.8	7.3	1.0	-2.7
> CCn1cc(C(=O)Nc2ccc(C)cc2[N+](=O)[O-])c(C)n1
 : 2.3	-0.5	-2.9	2.8	5.1	-11.1	-2.4	-0.8	-2.3
> COc1cc(C(=O)Nc2cc(Cl)ccc2C)c(-n2cnnn2)cc1OC
 : 1.0	7.5	-0.6	4.0	-7.0	4.3	7.5	1.9	0.0

Ordered by molecular weight (highest first): some entries from above
Results follow in this order: M1 PAM	M5 antag	CHRM5 agonist	M1 antag	M5 PAM	M4 antag	TAAR1 agonist	CHRM4 agonist	CHRM1 agonist
> COc1cc(C(=O)Nc2cc(Cl)ccc2C)c(-n2cnnn2)cc1OC
 : 1.0	7.5	-0.6	4.0	-7.0	4.3	7.5	1.9	0.0
> O=C(c1cccs1)N(Cc1cccc(Cl)c1)C1CCS(=O)(=O)C1 (centres undefined)
 : 7.9	-4.4	-3.0	-4.6	-2.3	4.3	5.8	0.6	-6.1
> Cc1cc(C)n(C(=O)CCCCCCCC(=O)n2nc(C)cc2C)n1
 : 3.3	-3.4	0.0	-4.6	-1.6	-5.7	10.8	0.3	-4.5
